# CSM14.1 death rescue = rescue of cells from ER stress-induced death, primary screen, 384-well, CSM14.1, thapsigargin, ATP luminescence (AID 1222); CSM14.1 thapsigargin-induced death rescue, ATP luminescence; higher % means a stronger effect; one-dose cellular ATP content (survival), % at 20 µM; EC50 in µM for titrated hits; 190,000 tested, under 10 active;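 active = EC50 below 50 µM in the dose-response confirmation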;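 also: death triggered by thapsigargin at about 15 µM added after 2 h compound pretreatment; cell ATP read after overnight thapsigargin exposure of roughly 18 to 22 hours; normalized against plate controls of thapsigargin alone and 5% DMSO vehicle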
# RSV antiviral HEp-2 = RSV antiviral activity via CPE protection, HEp-2 cells, primary 10 µM value included (AID 2391) | HEp-2 cells, RSV-induced CPE inhibition; higher % means a stronger effect | hit rate 0.13% among 310,000 | CPE inhibition, % at 10 µM, or IC50 in µM where a hit was titrated; in the data active = a potency from the dose series; inconclusive = CPE inhibition mostly from about 23% at the one dose, without a potency; inactive = the rest, 99 in 100 with CPE inhibition below about 21%; also: strong numbers were not always called active
# XIAP displacement = XIAP antagonists, biochemical, IAP family, fluorescence polarization (AID 1018); XIAP BIR domain, fluorescence polarization peptide displacement; higher % means a stronger effect; hit rate 0.007% among 200,000; displacement, % at 20 µM, or IC50 in µM where a hit was titrated; E3 ubiquitin-protein ligase XIAP (Homo sapiens); in the data active = displacement above about 50%; also: a part of the inactive calls stands beside numbers as strong as those of hits
# NS5 inhibitors = Dengue-2 NS5 methyltransferase inhibitors, primary screen, biochemical, confirmation dose response (AID 588689). Genome polyprotein (Dengue virus type 2 (strain 16681-PDK53)). Dengue-2 NS5 methyltransferase capping enzyme assay, biochemical; higher % means a stronger effect. one-dose inhibition, % at 25 µM; IC50 in µM for titrated hits. hit rate 0.3% among 340,000; in the data active = a potency from the dose series; inconclusive = inhibition above about 29% without an active follow-up result
# SV40 large T antigen = SV40 large T antigen inhibitors, biochemical (AID 1903) | inhibition, % at 20 µM; hits with a dose series show IC50 in µM | hit rate 0.39% among 310,000 | SV40 large T antigen ATPase/helicase inhibition assay; higher % means a stronger effect; in the data active = a potency from the dose series; inconclusive = inhibition mostly from about 32% at the one dose, without a potency; inactive = the rest, 99 in 100 with inhibition below about 32%; also: strong numbers were not always called active
# WT yeast gro inh = growth inhibition of WT strain, primary screen, mitochondrial fusion inhibitor project, WT and mutant strains, chemical genetic; hit rate 2.1% among 190,000; mitochondrial fusion phenotypic screen; inhibition, % at 10 µM; in the data active = inhibition above about 58%; tested in S. cerevisiae
# Yfh1-off respiration = enhancers of respiration in Yfh1-depleted yeast, dose response, Friedreich's ataxia, plus single-dose screen (AID 1465) | fold induction at 50 µM, or EC50 in µM where a hit was titrated | hit rate 0.074% among 220,000 | S. cerevisiae Yfh1-off respiration, WST-1 reduction, 72 h; higher fold induction means a stronger effect;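 active = fold induction of absorbance versus untreated yeast above a set limit, then at least 30% activation at any dose in follow-up; inconclusive = repeats straddling the limit, or above it without dose testing; inactive = fold induction below the set limit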;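 also: activators that raise dye reduction in frataxin-depleted yeast; strong numbers were not always called active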
# UTI89 phage lysis = inhibition of K1F phage lysis, E. coli UTI89, bacterial capsule biogenesis inhibitors, alamar blue (AID 488966); E. coli UTI89 K1F phage lysis, alamar blue, 2 h; higher % means a stronger effect; inhibition, % at 100 µM, or IC50 in µM where a hit was titrated; hit rate 0.02% among 340,000;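 active = phage lysis inhibition, versus mean bacterial control, above a set limit; inconclusive = no clear call, values can overlap the other calls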;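 also: capsule biogenesis inhibitors block K1F phage lysis so surviving cells raise fluorescence; higher fluorescence means more inhibition of phage lysis; actives were called in the ten point dose series up to 300 µM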
# West Nile virus CPE = West Nile virus antiviral activity, cell-based, CPE readout (AID 1621); West Nile virus-infected cells, CPE inhibition; higher % means a stronger effect; CPE inhibition, % at 10 µM, or IC50 in µM where a hit was titrated; hit rate 0.02% among 290,000; in the data active = a potency from the dose series; inconclusive = CPE inhibition mostly from about 3.7% at the one dose, without a potency; inactive = the rest, 99 in 100 with CPE inhibition below about 2.2%; also: strong numbers were not always called active
# WT yeast gro inh mutant strain = also measured in WT yeast gro inh; calls as there; inhibition, %; mitochondrial fusion phenotypic screen, mutant strain inhibition
# Starred values were filed as active, the others as inactive; i = inactive; u = inconclusive; x = no result given; [ ] = another dose, or the depositor's remark.
Structure	CSM14.1 death rescue	RSV antiviral HEp-2	XIAP displacement	NS5 inhibitors	SV40 large T antigen	WT yeast gro inh	WT yeast gro inh mutant strain	Yfh1-off respiration	UTI89 phage lysis	West Nile virus CPE
COc1cc(OC)cc(C(=O)N[C@H](C(=O)OCC(=O)Nc2ccc(F)c(F)c2F)C(C)C)c1	-0.2%	4.1%	-8.7%	-3.0%	5.1%	-6.3	-1.6	i	0.3%	0.3%
Cc1ccccc1-c1noc(CNC(=O)c2ccco2)n1	x	1.2%	x	-2.7%	3.6%	x	x	x	0.5%	0.2%
Cc1ccc(-n2nnnc2SC(C)C(N)=O)c(C)c1 (stereo not drawn)	-0.2%	0.9%	-13.7%	-4.0%	14.0%	-1.3	-6.0	i	-0.3%	-0.5%
CCOC(=O)CSc1nc(-c2ccccc2)cc(C(F)(F)F)n1	-1.6%	0.6%	-5.6%	-3.4%	23.6%	-6.0	-6.6	i	0.7%	-0.2%
N/C(=N\OC(=O)CCCC(=O)O)c1ncc(C(F)(F)F)cc1Cl	-0.2%	-1.9%	-3.9%	-0.7%	14.2%	9.9	10.0	i	-0.5%	-0.2%
Cc1cc(C)c[n+](CC(=O)c2ccc(-c3ccccc3)cc2)c1	0.0%	0.7%	-11.7%	-2.2%	2.9%	5.1	3.0	i	11.1%	-1.8%
Cc1[nH]c2ccccc2c1N=Nc1ccc(F)cc1	-0.3%	82.0%	1.3%	3.6%	19.2%	67.8	77.6	i	-0.5%	-0.7%
CC1CCN(S(=O)(=O)c2cccc(C(=O)N3CCN(c4ccc(F)cc4)CC3)c2)CC1	x	5.0%	x	-11.2%	-0.7%	x	x	x	0.0%	-0.1%
CC(C)c1ccc(NC(=O)CSc2ncccc2C(=O)Oc2cccc([N+](=O)[O-])c2)cc1	-1.1%	2.2%	-9.8%	-5.1%	16.9%	0.7	18.5	i	-1.1%	-0.2%
N#Cc1c(-c2ccc([N+](=O)[O-])cc2)nc2n(c1=O)CCS2	x	1.4%	x	-1.3%	22.7%	x	x	x	0.0%	-0.4%
CC(NC(=O)/C=C/c1ccccc1)c1ccccc1 (stereo not drawn)	0.9%	2.4%	-3.1%	-7.5%	x	-1.4	-9.5	i	0.2%	0.0%
COc1ccc(N2C(=O)/C(=C/c3cccs3)NC2=S)cc1	-0.8%	1.4%	-15.4%	7.0%	14.1%	10.0	1.7	i	-0.5%	0.0%
Cc1cnc(CN2CCCC(C(=O)c3ccc4c5c(cccc35)CC4)C2)[nH]1 (stereo not drawn)	-0.8%	0.1%	-2.5%	-6.2%	-1.2%	51.3	44.4	i	1.8%	-0.8%
O=C(NC(=S)NC(CO)Cc1ccccc1)c1ccc(F)cc1 (stereo not drawn)	x	1.6%	x	-0.7%	9.9%	x	x	x	-0.1%	-0.9%
O=[N+]([O-])c1ccccc1S(=O)(=O)N1CCN(c2ccccc2)CC1	x	1.7%	x	-2.3%	3.4%	x	x	x	3.8%	-0.6%
CCc1nc(SCC(=O)Nc2ccccc2C(=O)OC)n[nH]1	-4.1%	1.3%	-3.7%	0.5%	-2.9%	-4.2	-0.8	i	-0.3%	0.2%

# Reprinted at random: two compounds from above, in no set order.
Structure	CSM14.1 death rescue	RSV antiviral HEp-2	XIAP displacement	NS5 inhibitors	SV40 large T antigen	WT yeast gro inh	WT yeast gro inh mutant strain	Yfh1-off respiration	UTI89 phage lysis	West Nile virus CPE
Cc1ccc(-n2nnnc2SC(C)C(N)=O)c(C)c1 (stereo not drawn)	-0.2%	0.9%	-13.7%	-4.0%	14.0%	-1.3	-6.0	i	-0.3%	-0.5%
N/C(=N\OC(=O)CCCC(=O)O)c1ncc(C(F)(F)F)cc1Cl	-0.2%	-1.9%	-3.9%	-0.7%	14.2%	9.9	10.0	i	-0.5%	-0.2%

# Additional compounds.
Structure	CSM14.1 death rescue	RSV antiviral HEp-2	XIAP displacement	NS5 inhibitors	SV40 large T antigen	WT yeast gro inh	WT yeast gro inh mutant strain	Yfh1-off respiration	UTI89 phage lysis	West Nile virus CPE
COc1ccc(NC(=O)Nc2cccs2)cc1OC	-2.3%	-0.9%	-2.5%	-8.1%	10.8%	-9.1	1.9	i	3.4%	-0.1%
Cc1cc(C(=O)N2CCN(c3ncccn3)CC2)sc1-c1ccccc1	x	3.1%	x	-0.7%	x	x	x	i	1.0%	0.3%
COC(=O)c1cccc(NC(=O)c2cccs2)c1C	-2.0%	0.6%	-3.8%	1.6%	-0.2%	-14.2	-6.0	i	2.1%	-0.6%
CCC(Sc1nc(C)cc(=O)[nH]1)C(=O)Nc1nnc(C)s1 (stereo not drawn)	0.3%	3.2%	-5.4%	-3.4%	6.2%	-11.7	-13.4	i	0.5%	-0.4%
COC(=O)c1ccccc1NC(=O)COC(=O)CSc1nnc(N)s1	-0.5%	0.9%	-2.3%	-16.7%	0.1%	-3.1	-4.5	i	-0.3%	-0.3%
Cc1ccc(N2C(=O)N3[C@H](c4ccc(Br)cc4)[C@@H]4C(=O)N(C(C)(C)C)C(=O)[C@@H]4[C@]3(C)C2=O)cc1	x	7.6%	x	-4.8%	19.5%	x	x	x	0.4%	-1.5%
Cc1ccc(C(=O)NCCn2cc(SCC(=O)N3CCOCC3)c3ccccc32)cc1	x	0.4%	-2.0%	-2.8%	5.5%	-9.9	-9.8	i	-1.7%	-0.1%
CCOc1cccc(N(C(=O)CNC(=O)c2ccco2)C(C(=O)NCC2CCCO2)c2ccccc2)c1 (stereo not drawn)	x	0.2%	x	2.5%	1.9%	x	x	x	-0.1%	0.5%
CCCCNC(=O)NC1(C(F)(F)F)Oc2ccccc2O1	2.0%	0.4%	-4.2%	0.7%	0.2%	-9.2	-38.6	i	-0.1%[50 µM]	1.2%
Cc1ccc(NC(=O)Nc2ccc3c(c2)nc(C)n3C)cc1C	-1.1%	11.8%	-4.3%	x	-3.8%	16.4	3.4	i	x	-0.6%
CCN1CCN(C(=O)c2cc3c(-c4ccc(Cl)cc4)nn(C)c3s2)CC1	1.3%	-3.5%	-1.0%	-3.7%	6.0%	5.4	2.7	i	5.9%	u
CCO[C@H]1OC(C(=O)NCc2nc3ccccc3[nH]2)=C[C@@H](c2ccc(Br)cc2)[C@@H]1CCCO	x	5.3%	x	-9.6%	31.0%	x	x	i	5.0%	-0.3%
CCOC(=O)c1[nH]c2ccc(OCC)cc2c1NC(=O)CN1CCC2(CC1)OCCO2	-1.1%	2.4%	1.4%	-2.0%	5.9%	2.0	5.5	i	0.2%	0.6%
O=C(O)/C=C/C(=O)N(Cc1ccc2c(c1)OCO2)C1CC(=O)N(CCc2ccccc2)C1=O (stereo not drawn)	1.0%	-0.3%	-0.2%	-9.3%	11.4%	-4.7	5.5	i	-0.1%	1.1%
Cc1cc(Cl)ccc1OCC(=O)N1CCCCC1	x	1.5%	-0.6%	-4.7%	14.6%	-1.4	-8.0	i	2.3%	0.1%
COc1ccccc1NC(=O)CN1C(=O)NC(CC(C)C)C1=O (stereo not drawn)	0.2%	0.7%	-0.9%	3.2%	3.3%	-2.0	4.1	i	0.6%	-0.1%
CCOC(=O)c1c(N)sc(C(=O)Nc2ccccc2)c1C	-4.2%	4.5%	-6.0%	3.8%	20.4%	11.6	-2.0	i	-0.3%	-0.2%
CCc1ccc(S(=O)(=O)Nc2c(C)nc3nc[nH]n3c2=O)cc1	x	1.3%	x	-5.7%	9.0%	x	x	x	-0.1%	0.2%
Cc1ccc(NC(=O)COC(=O)CN2CSCC2=O)cc1C	0.7%	1.7%	0.9%	4.7%	0.8%	16.5	4.1	i	1.5%	0.1%
CC(=O)c1cccc(NC(=S)NCc2ccco2)c1	-1.2%	1.9%	-9.8%	-8.4%	1.4%	-13.2	-24.3	i	-0.7%	-0.6%
CCN(CC)C(=O)c1cc(-c2ccccc2OC)on1	-0.2%	x	-0.9%	-2.4%	15.9%	1.2	26.8	i	0.1%	0.4%
O=C(c1ccco1)N1CCN(C(=O)C2CC(=O)N(c3ccccc3)C2)CC1 (stereo not drawn)	x	0.4%	x	5.2%	2.9%	x	x	x	0.5%[50 µM]	0.3%
CC1(C)CC(=O)c2sc(NS(=O)(=O)Cc3ccccc3)nc2C1	0.3%	0.9%	-5.7%	-1.4%	14.2%	5.9	11.2	i	4.3%	-0.4%
Cc1ccc(C2NC(=O)c3c(sc4c3CCN(C)C4)N2)s1 (stereo not drawn)	-1.5%	-0.6%	-2.5%	14.8%	20.4%	-12.5	-1.2	i	-0.1%	-0.3%
COc1ccc(NC(=O)CCN2CCN(Cc3ccccc3)CC2)c(OC)c1	x	-0.4%	x	-2.4%	-0.8%	x	x	x	0.1%	-0.2%
Cc1cc(C)cc(NC(=O)CSc2nc3ccncc3[nH]2)c1	-0.1%	1.6%	-2.9%	-4.8%	8.8%	-13.9	-2.9	i	1.3%	-0.1%
COc1cccc(C(=O)N/N=C(/CCC(=O)O)c2ccccc2)c1	-1.0%	2.5%	-0.3%	-2.2%	0.8%	-6.4	-2.8	i	-0.7%	-0.9%
CCOc1ccc2nc(NC(=O)CSc3nnc(-c4ccncc4)n3CC3CCCO3)sc2c1 (stereo not drawn)	2.1%	1.2%	-0.1%	-11.0%	x	x	x	i	1.2%	-1.1%
Cc1ccc(CC2C(=O)N(c3ccc(F)cc3)C(=O)C2C)cc1 (stereo not drawn)	x	2.0%	x	1.8%	6.1%	x	x	x	0.1%	1.2%
COc1ccc2c(Cn3cnc4cc([N+](=O)[O-])ccc4c3=O)cc(=O)oc2c1	x	-1.4%	x	3.5%	4.2%	x	x	i	0.1%	0.6%
COc1ccc(CN2C(=O)c3ccc(C(=O)O)cc3C2=O)cc1	x	0.7%	x	-9.5%	12.8%	x	x	x	0.2%	0.4%
Cn1cc(Br)c(C(=O)N2CCN(c3cccc(Cl)c3)CC2)n1	-0.6%	1.5%	-1.1%	-2.2%	17.3%	16.7	-4.2	i	1.5%	-0.1%
COc1ccc(NC(=O)Cn2c(=O)cnc3ccccc32)cc1S(=O)(=O)N1CCCCC1	x	-0.5%	x	-7.3%	9.5%	x	x	x	1.4%[50 µM]	x
CC(C)NC(=O)c1cc2c(-c3ccc(Cl)cc3)nn(C)c2s1	2.8%	1.5%	-1.5%	-5.9%	4.4%	9.0	-1.9	i	-9.4%	3.2%
COc1ccc(-c2cc(C(=O)NC(C)C)no2)cc1	-1.5%	3.8%	-5.8%	0.0%	13.6%	-2.0	-2.1	i	0.8%	-0.7%
O=C(NCc1cccnc1)c1c[nH]c2cc3c(cc2c1=O)OCCO3	-3.4%	0.7%	-3.8%	-12.1%	14.7%	-6.2	-2.9	i	0.3%	-0.2%
Cc1cc(Br)ccc1SCC(=O)OCC(=O)NCc1ccco1	x	-0.2%	x	13.5%	19.2%	x	x	i	0.2%	0.1%
